Screening results deposited in PubChem BioAssay by several laboratories.
Bim-Bcl-B = inhibitors of Bim-Bcl-B interaction, human. bead-based flow cytometry, Bim peptide-Bcl-B binding. AID 951. hit rate 0.073% among 190,000. inhibition, % at 10 µM;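 also: 0% = tracer peptide without compound and 100% = reference inhibitor peptide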
Target sequence (Q9HD36 whole entry, looked up): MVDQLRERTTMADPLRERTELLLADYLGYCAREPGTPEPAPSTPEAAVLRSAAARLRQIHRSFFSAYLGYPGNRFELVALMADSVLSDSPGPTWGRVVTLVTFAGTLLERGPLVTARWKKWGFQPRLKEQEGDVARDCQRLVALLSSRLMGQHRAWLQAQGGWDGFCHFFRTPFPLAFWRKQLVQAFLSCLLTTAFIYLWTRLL
Bim-Mcl-1 = human Bim-Mcl-1 interaction inhibition; Q07820; Bead-based flow cytometry, Bim peptide-Mcl-1 binding; inhibition, % at 10 µM; hit rate 0.1% among 190,000;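 also: 0% = no compound tracer wells and 100% = peptide blocker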
Target sequence (Q07820 whole entry, looked up): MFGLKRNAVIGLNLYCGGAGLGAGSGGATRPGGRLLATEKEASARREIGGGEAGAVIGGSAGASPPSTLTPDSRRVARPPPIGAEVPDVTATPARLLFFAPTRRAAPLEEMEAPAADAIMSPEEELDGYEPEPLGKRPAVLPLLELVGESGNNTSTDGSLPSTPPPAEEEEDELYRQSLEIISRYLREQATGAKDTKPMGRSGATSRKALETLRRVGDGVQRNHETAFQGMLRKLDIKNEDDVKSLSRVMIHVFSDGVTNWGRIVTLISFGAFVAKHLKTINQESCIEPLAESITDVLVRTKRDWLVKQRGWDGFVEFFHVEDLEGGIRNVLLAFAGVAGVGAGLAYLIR
Bfl-1 Bim block = human Bim-Bfl-1 interaction inhibition; inhibition, % at 10 µM; Q16548; hit rate 0.12% among 190,000; Bead-based flow cytometry, Bim-Bfl-1 binding inhibition;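 also: 0% = wells without compound plus tracer and 100% = blocker peptide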
Mcl1 Bid PPI = Mcl-1/Bid interaction inhibition; Q07820; TR-FRET Mcl-1/Bid-Dy647 peptide binding, 1536-well; inhibition, % at 21.7 µM; hit rate 0.97% among 220,000;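 active = compounds that cut the binding signal by more than half at the single screening dose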;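 also: His-tagged Mcl-1 with europium anti-His antibody binding Bid BH3 peptide; 0% = Mcl-1 plus peptide wells and 100% = peptide-only wells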
RGS4-Gao reg = human RGS4-Galphao interaction regulation; Multiplexed bead flow cytometry, RGS4-Galphao binding; actives lie on both sides; binding response (% of control), % at 10 µM; hit rate 0.33% among 220,000; AID 1415; in the data active = binding response below about 49% or above about 150%; inactive = in between;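 also: fluorescent Galphao activated with aluminum fluoride binding bead-coupled RGS4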
RGS7-Gao = modulates binding of RGS7 to human Galphao; Multiplexed bead flow cytometry; actives lie on both sides; binding response (% of control), % at 10 µM; hit rate 0.35% among 220,000; AID 1439; in the data active = binding response below about 49% or above about 150%; inconclusive = no clear call, values can overlap the other calls; inactive = in between;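 also: fluorescent Galphao held in activated GDP-AlF4 state binding bead-coupled RGS7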
Bim-Bcl-2 = inhibitors of Bim-Bcl-2 interaction, human. Bead-based flow cytometry, Bim peptide-Bcl-2 binding. AID 950. hit rate 0.06% among 190,000. inhibition, % at 10 µM; in the data active = inhibition above about 40%; inconclusive = no clear call, values can overlap the other calls;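 also: 0% = no compound wells with probe peptide and 100% = reference peptide inhibitor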
Target sequence (P10415 whole entry, looked up): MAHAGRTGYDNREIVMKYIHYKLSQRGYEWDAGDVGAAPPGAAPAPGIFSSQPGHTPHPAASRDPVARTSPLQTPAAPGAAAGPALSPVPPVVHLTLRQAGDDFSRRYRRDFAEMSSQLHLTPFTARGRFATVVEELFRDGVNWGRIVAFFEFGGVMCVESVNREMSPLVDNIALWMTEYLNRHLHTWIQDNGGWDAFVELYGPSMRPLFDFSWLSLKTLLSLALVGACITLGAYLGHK
Mcl1-Noxa inh = disrupts binding of human Mcl-1 to Noxa peptide; AID 1022; hit rate 1.5% among 220,000; inhibition, % at 21.7 µM; TR-FRET Mcl-1/Noxa peptide binding, 2 h; Q07820;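 active = compounds that cut the protein-peptide binding signal by more than 50% relative to plate controls in a single-dose test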;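 also: His-tagged Mcl-1 with rhodamine Noxa BH3 peptide and terbium anti-His antibody; 0% = Mcl-1 plus Noxa peptide wells and 100% = peptide-only wells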
Bim-Bcl-W = disrupts Bim peptide binding to human Bcl-W. Q92843. inhibition, % at 10 µM. bead-based flow cytometry. AID 952. hit rate 0.02% among 190,000;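 also: 0% = bound tracer without compound and 100% = peptide blocker; higher means less fluorescent Bim peptide bound to Bcl-W beads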
Target sequence (Q92843 whole entry, looked up): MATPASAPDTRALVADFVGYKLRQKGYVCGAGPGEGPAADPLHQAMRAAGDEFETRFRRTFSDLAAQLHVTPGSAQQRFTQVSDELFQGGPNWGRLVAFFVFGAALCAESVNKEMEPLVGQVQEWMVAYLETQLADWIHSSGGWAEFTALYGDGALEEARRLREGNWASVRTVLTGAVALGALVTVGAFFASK
Bim-Bcl-XL = inhibitors of Bim-Bcl-XL interaction, human; Q07817; Bim peptide-Bcl-XL binding, bead flow cytometry, fluorescence; inhibition, % at 10 µM; hit rate 0.04% among 190,000; AID 1007
RGS8-Gao reg = human RGS8-Galphao interaction regulation | P09471 | multiplexed bead flow cytometry, RGS8-Galphao binding; actives lie on both sides | response (percent of control binding), % at 10 µM | hit rate 0.34% among 220,000 | AID 1423; in the data active = response below about 60% or above about 140%; inactive = in between;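 also: Galphao activated as the GDP aluminium fluoride complex binding bead-coupled RGS8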
* = called active by the depositor; ? = inconclusive; nt = not tested or not shown. Rule as the data show it, unless noted: active = inhibition above about 40%.

SMILES	Bim-Bcl-B	Bim-Mcl-1	Bfl-1 Bim block	Mcl1 Bid PPI	RGS4-Gao reg	RGS7-Gao	Bim-Bcl-2	Mcl1-Noxa inh	Bim-Bcl-W	Bim-Bcl-XL	RGS8-Gao reg
O=C(COc1ccc2ccccc2c1)Nc1ccc(S(=O)(=O)N2CCCCCC2)cc1	-6	-7	-3	9	101	98	-6	17	-5	-7	106
O=C(CCCc1nc2ccccc2s1)Nc1ccccc1	-5	-3	-4	0	104	112	-2	-8	0	-1	106
CCn1cc(C(=O)N2CCc3ccccc32)c(=O)c2cc(S(=O)(=O)N3CC(C)CC(C)C3)ccc21 (centres undefined)	0	-2	1	5	133	126	-1	-15	-1	-4	124
CCOC(=O)CN1C(=O)N[C@@H](c2ccc(Br)cc2)C(C(=O)OC)=C1C	nt	nt	nt	-38	104	?	nt	16	nt	nt	102
Cn1cc(Br)c(NS(=O)(=O)c2ccc(Cl)s2)n1	nt	nt	nt	5	56	?	nt	-16	nt	nt	78
FC(F)(Cl)c1nnc2ccc(Sc3ccccn3)nn12	-2	-2	-3	-13	105	106	-4	3	-3	-1	101
CCOc1ccc(/C=C/C(=O)c2ccccc2)cc1OC	-4	-5	-4	-12	95	92	-4	8	-2	-4	83
COc1ccccc1/C=C1\SC(=S)N(C(C(=O)O)c2ccccc2)C1=O (centres undefined)	nt	nt	nt	20	92	?	nt	13	nt	nt	99
Cc1occc1-c1nnc(-c2cc([N+](=O)[O-])cc([N+](=O)[O-])c2)o1	-4	-3	-5	-42	96	93	-5	1	-1	-3	98
COC(=O)c1cc2occc2n1Cc1nc(-c2ccccc2C)oc1C	-2	0	0	-9	99	100	0	3	-2	-1	102
COc1ccc(-c2cc(C(=O)Nc3ccccc3SC)no2)cc1	-9	-1	-15	-18	99	99	-15	-9	-2	-4	97
COc1ccc(-c2nc(-c3ccccn3)ncc2S(C)(=O)=O)cc1	-2	3	-3	-13	98	101	0	-11	0	0	103
O=C(Cn1nnc(-c2ccccc2Cl)n1)N1CCN(S(=O)(=O)c2ccc(Cl)cc2)CC1	-7	0	-4	4	96	96	-5	4	2	-2	97
CN(C)C(=O)c1ccc(Oc2ccc(C(=O)N(C)C)cc2)cc1	-6	1	-6	-5	104	100	-3	4	2	-2	102
CCN(CC)CCCNC(=O)Cn1ccc2ccccc2c1=O	-4	-3	-6	-22	102	?	-1	9	0	-2	103
CC(=O)CC(=O)NC1C2CC3CC(C2)CC1C3 (centres undefined)	-6	1	-9	-18	103	106	-6	-1	0	-4	104
CCOC(=O)C1CCN(C(=O)CN2C(=O)C(CC)Oc3ccccc32)CC1 (centres undefined)	-6	-5	-6	-7	93	97	-2	17	-5	-9	88
O=C(N/N=C/c1c(O)n(-c2ccc(Cl)cn2)c(=O)c2ccccc12)c1ccncc1	12	11	7	-33	101	96	12	11	9	12	108
O=c1[nH]c(SCc2ccccc2)nc2[nH]ncc12	-7	-2	-9	-5	97	101	-5	1	-5	-4	99
CSc1ccccc1NC(=O)c1ccc([N+](=O)[O-])cc1	-10	0	5	-41	95	?	-4	26	-2	-7	86
O=c1[nH]c(CN2CCN(Cc3ccc4c(c3)OCO4)CC2)nc2ccccc12	nt	nt	nt	-10	92	98	?	-5	nt	nt	98
Cc1cc(C)n(-c2ccc(C(=O)NCc3cccs3)cc2)n1	-1	-1	2	9	109	109	0	-7	-2	-5	108
COc1ccc(OC)c(C(c2nnnn2CCc2ccccc2)N2CCN(c3ccccc3)CC2)c1 (centres undefined)	-8	0	-8	-13	98	99	-10	6	3	-2	99
O=S(=O)(c1cccs1)N1CCN(CC(O)COc2cc(Cl)ccc2Cl)CC1 (centres undefined)	-4	0	-7	13	103	100	-4	0	-2	-2	100
O=C1C2C3C=CC(C4CC34)C2C(=O)N1/N=C/c1cccs1 (centres undefined)	0	0	-19	5	101	104	-7	3	2	2	101
CCCC(c1nnnn1C1CCCCC1)N1CCN(C2CCCC2)CC1 (centres undefined)	-9	-3	-15	51*	101	98	-4	12	-1	-2	102
Nc1cccnc1-n1nc(C(F)(F)F)cc1C(F)(F)F	-3	0	-5	-19	102	104	0	12	-1	-1	101
COc1ccc(OC)c2c1sc(=NC(=O)CN1C(=O)CCC1=O)n2C	-3	-2	-8	-19	102	99	-5	11	-3	0	102
Cc1nc2sc3c(c2c(=O)n1/N=C/c1cccnc1)CCCC3	0	-2	-5	-14	105	99	-1	12	0	-3	102
CN=C1C([N+](=O)[O-])=CC=C2C1=NC1(CCCCC1)N2O	-11	-2	19	-22	99	97	4	25	12	-1	97
CCOC(=O)N1CCC(NC(=O)CC(NS(=O)(=O)c2ccc(Cl)cc2)c2ccco2)CC1 (centres undefined)	-4	-4	-8	-7	104	95	0	-3	0	-1	103
CCN1CCN(c2nc(-c3cccs3)nc3ccccc23)CC1	-5	-2	-4	-5	102	102	-8	48	-3	-9	101
C=CCn1c(O)c(N=NC(=S)Nc2ccccc2F)c2ccccc21	-8	-2	0	-54	104	104	-3	-65	-3	-2	104
Cc1cccc(/C=N/NC(=O)c2cc(-c3cccnc3)nc3c2c(C)nn3-c2ccccc2)c1	0	-5	-2	-12	108	112	0	-1	-4	0	110
COCc1cc(=O)n2[nH]c(C(F)(F)F)nc2n1	-1	-2	0	-7	99	101	2	10	-5	0	100
CC1CCN(C(=O)C2CCC(C)(C(=O)O)C2(C)C)CC1 (centres undefined)	-11	-2	-13	-7	96	93	-9	10	-4	-8	96
CCCS(=O)(=O)N1CCC(C(=O)N2CCC(Cc3ccccc3)CC2)CC1	-2	1	-7	6	100	100	-7	0	2	1	102
CSc1nc2ccsc2c(=O)n1-c1ccccc1	-3	0	-2	-17	103	?	-3	-2	1	0	102
CCOc1ccc(N(CC(=O)Nc2cccc(N(C)S(C)(=O)=O)c2)S(=O)(=O)c2ccccc2)cc1	-8	-7	-4	-22	99	97	-5	6	-4	-10	103
Cc1ccc(C2=NC(C(F)(F)F)(C(F)(F)F)c3c(n(-c4ccc(F)cc4)c(=O)[nH]c3=O)N2)cc1	-6	-4	-2	-18	101	101	-3	-3	-4	-7	104
Cc1cc(C)n(CC(O)COc2cccc(OCC(O)Cn3nc(C)cc3C)c2)n1 (centres undefined)	1	0	-1	-12	98	98	-1	21	0	-1	94
O=C(NC1CCN(Cc2nnnn2CCc2ccccc2)CC1)c1ccccc1F	1	-2	-1	-13	100	100	-4	-2	1	-4	96
CN1CC(=O)N2[C@H](c3ccc4c(c3)OCO4)c3[nH]c4ccccc4c3C[C@@H]2C1=O	1	0	-1	-8	91	89	-4	4	0	3	92
CC(=O)c1cccc(NC(=O)Cn2nc(-c3ccc(Cl)cc3)ccc2=O)c1	-4	-1	-5	-20	99	95	-4	-13	-1	-4	100
COc1ccc(OC)c(C2CC(c3c(-c4ccccc4)c4cc(Cl)ccc4[nH]c3=O)=NN2S(C)(=O)=O)c1 (centres undefined)	1	0	2	6	105	111	-1	-10	-2	-3	120
CC(=O)n1nc(-c2cccc(C)c2)nc1SCC(=O)Nc1ccccc1	0	1	0	2	103	103	0	20	-1	0	102
O=C(Nc1c(C(=O)O)[nH]c2ccccc12)NC1CCCCC1	-5	0	-3	-41	96	97	0	-10	-2	-2	97
CC(=O)Nc1ccc(NC(=O)COc2c(C)cc(Br)cc2C)cc1	-3	-1	-3	-18	101	99	-2	-4	-3	-2	101
O=[N+]([O-])c1ccc(Nc2ccc(Cl)cc2)nc1	3	1	5	10	88	101	2	26	-2	-1	93
CC1CN(C(=O)c2ccc3c(c2)OCO3)OC(c2ccccc2)O1 (centres undefined)	-5	0	-13	-21	100	100	-10	-1	0	-3	100

Other records
SMILES	Bim-Bcl-B	Bim-Mcl-1	Bfl-1 Bim block	Mcl1 Bid PPI	RGS4-Gao reg	RGS7-Gao	Bim-Bcl-2	Mcl1-Noxa inh	Bim-Bcl-W	Bim-Bcl-XL	RGS8-Gao reg
CC(C)c1ccc(N2C(=O)CC(Sc3nc4ccccc4o3)C2=O)cc1 (centres undefined)	-4	0	-10	-35	105	99	-2	8	2	0	101
CCCCCCCN(C(=O)CCl)c1ccccc1C	0	0	-1	11	103	103	-2	0	2	3	96
Cc1ccc(O)c(NC(=S)NC(=O)/C=C/c2ccco2)c1	-6	0	0	-41	102	96	-1	8	-1	-3	104
Cc1c(C(=O)NCc2cccnc2)oc2ccc(S(=O)(=O)N3CCCCC3)cc12	-3	-7	-10	-9	93	97	5	-8	-5	-6	98
O=C(CNC(=S)NC(=O)c1ccc(Br)o1)c1ccccc1	0	1	2	-52	95	97	2	0	0	-2	95
CCOC(=O)CC(=O)N/N=C/c1c(N)n(C)c(=O)n(C)c1=O	1	0	7	-8	96	95	2	17	0	0	99
COc1ccc(N2CCN(C(c3cccs3)c3nnnn3C3CCCC3)CC2)cc1 (centres undefined)	-9	-2	-12	-18	105	104	-10	2	1	-6	104
C=CCSc1nccc(=O)[nH]1	-1	0	1	-16	103	102	3	17	-1	-2	99
CN(C)/C=C(/C(=O)c1ccc(Cl)cc1)S(=O)(=O)c1ccccc1	-3	-4	-22	0	100	100	-7	5	-3	-7	99
CC1=C(C(=O)OCC2CCCO2)C(c2coc3ccccc3c2=O)C2=C(CCCC2=O)N1 (centres undefined)	-2	2	-3	-27	97	87	0	13	1	0	101
CC(C)=N/N=C(\N)SCc1ccccc1	nt	nt	nt	-37	83	?	nt	9	nt	nt	90
O=C1CC(c2ccco2)Cc2nc(NCC3CCCO3)ncc21 (centres undefined)	-9	-6	-15	-5	104	101	-11	7	-1	-7	104
Cc1nc(CS(=O)c2ccc(Cl)cc2)cc(N2CCOCC2)n1 (centres undefined)	0	0	-3	3	99	98	-2	-1	-3	-4	98
O=C(N/N=C/c1ccc(-c2cccc(C(F)(F)F)c2)o1)c1cccc(F)c1	-10	-2	-12	-6	98	100	-11	6	-1	-1	98
Cc1cc(C(=O)NNS(=O)(=O)c2cccc(Cl)c2)nn1C(C)(C)C	nt	nt	nt	0	99	?	nt	-15	nt	nt	103
COc1ccc(C2C=C(c3ccc(F)cc3)NC(=S)N2)cc1OC (centres undefined)	-3	-4	7	-49	101	100	0	-21	4	2	100
CCN(CC)c1ccc(/C=N/NC(=O)Nc2nonc2N)cc1	-6	-4	-2	-68	104	104	-3	18	-3	-7	104
CC(=O)c1cc(O)c2ccccc2c1O	nt	nt	nt	24	98	?	nt	80*	nt	nt	97
CN(c1ccc(OCC(=O)OCC(=O)c2c(N)n(C)c(=O)n(C)c2=O)cc1)S(=O)(=O)c1ccc2ccccc2c1	-4	3	-6	1	102	99	-1	7	3	2	106

Among those listed so far, 3 contain a COOH group:
SMILES	Bim-Bcl-B	Bim-Mcl-1	Bfl-1 Bim block	Mcl1 Bid PPI	RGS4-Gao reg	RGS7-Gao	Bim-Bcl-2	Mcl1-Noxa inh	Bim-Bcl-W	Bim-Bcl-XL	RGS8-Gao reg
COc1ccccc1/C=C1\SC(=S)N(C(C(=O)O)c2ccccc2)C1=O (centres undefined)	nt	nt	nt	20	92	?	nt	13	nt	nt	99
CC1CCN(C(=O)C2CCC(C)(C(=O)O)C2(C)C)CC1 (centres undefined)	-11	-2	-13	-7	96	93	-9	10	-4	-8	96
O=C(Nc1c(C(=O)O)[nH]c2ccccc12)NC1CCCCC1	-5	0	-3	-41	96	97	0	-10	-2	-2	97
